Tb PFK inh: inhibitors of T. brucei phosphofructokinase; O15648; T. brucei PFK, ADP-Glo luminescence; 0.17% of 330,000 active; Potency, µM (doses to about 57.5 µM), for inactives: top-dose activity, negative = inhibition, usual class: inhibitors;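 also: potency is read from the fitted curve at half-maximal effect; 0% = uninhibited 1x PFK enzyme wells and -100% = no-enzyme wells; nearly all actives have a fitted effect of over 60% in size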
Target sequence (O15648 whole entry, looked up): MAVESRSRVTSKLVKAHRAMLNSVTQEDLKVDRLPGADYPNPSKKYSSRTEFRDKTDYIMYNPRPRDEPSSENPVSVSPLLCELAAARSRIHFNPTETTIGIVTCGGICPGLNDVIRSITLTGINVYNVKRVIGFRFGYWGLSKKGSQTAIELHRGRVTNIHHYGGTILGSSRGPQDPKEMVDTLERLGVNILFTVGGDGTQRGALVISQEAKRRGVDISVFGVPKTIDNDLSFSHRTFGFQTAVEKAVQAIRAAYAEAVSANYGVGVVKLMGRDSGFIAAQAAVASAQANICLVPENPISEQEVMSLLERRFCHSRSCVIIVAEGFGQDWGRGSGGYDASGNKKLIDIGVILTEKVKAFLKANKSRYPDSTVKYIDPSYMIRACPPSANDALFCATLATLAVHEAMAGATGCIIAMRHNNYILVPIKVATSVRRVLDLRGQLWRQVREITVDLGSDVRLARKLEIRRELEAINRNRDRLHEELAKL
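Compounds were pin-transferred as a titration series up to 57 uM into substrate buffer (0.5 mM F6P, 0.1 mM ATP, pH 8.0), then 1.25 nM PFK was added and reactions ran 45 min before ADP-Glo detection.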
BCR signal inh: chronic active BCR signaling inhibition | 0.05% of 340,000 active | ABC-DLBCL IkBa-CBG/CBR reporter, luminescence ratio, 4 h | AID 493014 | Potency, µM (series often up to 46.1 µM), inactives show top-dose ratio change, negative = lower green/red ratio, most hits filed as inhibitors; active = well fitted inhibition curve with a large enough effect in the signal ratio, with a control signal flat, not every such curve was filed as active; inconclusive = small, poorly fitted or top-dose-only effect, or effect the other way, or a change in a side signal; the % refers to the signal ratio;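 also: potency is read from the fitted curve at half-maximal effect; plate controls were basal doxycycline-induced cells for no effect and cells given 10 µM MG132 for full effect; MG132 reads +100%, hits lower the ratio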
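Compounds up to 46 uM were incubated four hours with TMD8 cells whose green CBG68 luciferase is fused to IkappaBalpha; red CBR luminescence normalised the signal, and concentration-effect curves were fitted to fusion, red and ratio data.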
Giardia kill: kills Giardia lamblia | 0.15% of 340,000 active | activity change, % at 7.66 µM, hits read low | Giardia lamblia trophozoite viability; in the data active = activity change below about -80%; inconclusive = between about -30% and that limit;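 also: parasites exposed to compound for two days anaerobically before the ATP read; % is scaled to controls: 0 for no effect and ±100 for the full control effect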
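Viability, read as ATP luminescence: trophozoites at 100 cells/well, compound added, 48 hrs anaerobic at 37 deg C, then 15-30 min room-temperature development before reading.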
B2AR arrestin: agonists driving beta-arrestin recruitment to human beta2-adrenergic receptor | 0.02% of 330,000 active | Potency, µM (top dose mostly 46.1 µM), without a hit: at the highest dose activation, usual class: activators | beta-arrestin recruitment to beta2AR, cell-based reporter | P07550;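 also: potency is read from the fitted curve at half-maximal effect; 0% = DMSO controls and full agonism = EC100 isoproterenol or metaproterenol; nearly all actives have a fitted effect of over 65% in size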
GALK inhibitor: galactokinase (human) inhibition; P51570; Purified GALK, Kinase-Glo residual ATP luminescence; Potency, µM (highest dose often 57.5 µM), for the others: top-dose activity change, negative = inhibition, usual class: inhibitors; 0.007% of 270,000 active; also: potency is read from the fitted curve at half-maximal effect; % is scaled to controls: 0 for no effect and ±100 for the full control effect
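Luminescence from leftover ATP (Ultra-Glo luciferase/luciferin) served as read-out after a 1 h room-temperature reaction of 5 nM GALK with 35 uM ATP and 100 uM galactose.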
TSG101-PTAP inh: blocks PTAP/TSG101 interaction to inhibit HIV-1 budding; Q99816; Fluorescence polarization, FITC-PTAP peptide / Tsg101 binding; 340,000 tested, under 10 active; Potency, µM (highest dose often 115 µM), inactives show top-dose activity change, negative = inhibition, usual class: inhibitors; AID 493005; active = well fitted inhibition curve with a large enough effect in the main read-out, with a control signal flat, not every such curve was filed as active; inconclusive = small, poorly fitted or top-dose-only effect, or effect the other way, or a change in a side signal; inactive = no such curve, though single readings can be large or run the other way; also: potency is read from the fitted curve at half-maximal effect; % of control where 0% means no effect
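Tsg101 binding domain (10 uM final) was mixed with compound and a FITC-labeled PTAP peptide (50 nM final) in HEPES pH 7.5 buffer with NaCl, Tween 20, EDTA and TCEP; fluorescence polarization was read after 20 min at r.t.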
Coupling enz: inhibits coupling enzyme system, counter-screen for aldolase hits; coupling enzyme system counterscreen, AmpLite Red fluorescence; activity change, negative = inhibition, % at 58.2 µM, hits read low; 0.67% of 290,000 active; AID 2472; in the data active = activity change below about -30%; also: % is scaled to controls: 0 for no effect and ±100 for the full control effect
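First, compound is pin-transferred into glyceraldehyde-3-phosphate coupling-enzyme reagent at 57.5 uM final and held 10 min at RT. Next, substrate, coupling system and AmpLite Red are added. After 20 min RT, fluorescence (525/598 nm) is read.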
ASM inhibitor: blocks human secretory acid sphingomyelinase | P17405 | placental ASM, HMU-PC fluorogenic substrate, 60 min | Potency, µM (highest dose often 57.5 µM), for inactives: at the highest dose activity change, negative = inhibition, usual class: inhibitors | 0.006% of 340,000 active; also: potency is read from the fitted curve at half-maximal effect
Target sequence (P17405 47-631 limits assumed): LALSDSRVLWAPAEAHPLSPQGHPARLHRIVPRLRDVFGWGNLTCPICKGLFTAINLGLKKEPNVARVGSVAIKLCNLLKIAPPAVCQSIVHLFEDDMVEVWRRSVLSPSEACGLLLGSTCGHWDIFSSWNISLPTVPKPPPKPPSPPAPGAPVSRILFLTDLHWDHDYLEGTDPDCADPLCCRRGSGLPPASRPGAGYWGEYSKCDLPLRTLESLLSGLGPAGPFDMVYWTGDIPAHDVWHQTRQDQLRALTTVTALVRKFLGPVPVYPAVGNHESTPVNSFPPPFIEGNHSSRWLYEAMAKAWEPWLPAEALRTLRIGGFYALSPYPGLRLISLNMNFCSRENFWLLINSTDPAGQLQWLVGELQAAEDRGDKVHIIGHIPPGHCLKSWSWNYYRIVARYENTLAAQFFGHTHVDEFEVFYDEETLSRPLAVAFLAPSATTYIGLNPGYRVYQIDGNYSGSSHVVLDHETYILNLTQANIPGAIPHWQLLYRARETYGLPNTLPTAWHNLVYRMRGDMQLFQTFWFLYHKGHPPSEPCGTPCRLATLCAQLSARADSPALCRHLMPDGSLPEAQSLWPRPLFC
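HMU-PC0 cleavage (9 uM final) by human placental ASM, 60 min at 37 °C following 10 min compound exposure at RT; stopped at pH 10, fluorescence Ex 386/Em 447 nm.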
Menin MLL FP TR: displaces Texas Red mutant MLL peptide from human menin; O00255; Menin + Texas Red MLL mutant peptide, fluorescence polarization; Potency, µM (highest dose often 61.6 µM), inactives show at the top dose FP activity change, negative = inhibition, most hits filed as inhibitors; 0.23% of 270,000 active; active = well fitted inhibition curve with a large enough effect in the polarisation, with a control signal flat, not every such curve was filed as active; inconclusive = small, poorly fitted or top-dose-only effect, or effect the other way, or a change in a side signal; inactive = no such curve, though single readings can be large or run the other way; the % refers to the polarisation; also: potency is read from the fitted curve at half-maximal effect; % of control where 0% means no effect; many of its hits are not listed in these tables
a7 integrin act: activates integrin-mediated alleviation for muscular dystrophy; alpha7betagal myoblasts, beta-gal FDG fluorescence, 48 h; Potency, µM (series often up to 38.3 µM), inactives show top-dose activation, actives largely listed as activators; 0.064% of 350,000 active;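 also: potency is read from the fitted curve at half-maximal effect; 100% = response of the positive control SU9516; nearly all actives have a fitted effect of over 60% in size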
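alpha7betagal+/- myoblasts (passage 13, 250/well) treated 48 h at 37C with compounds at 1:260 dilution of DMSO stock. Lysed, then beta-galactosidase activity read as FDG fluorescence (ex 480/em 540) after 30 min, with pre-read for autofluorescence.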
PKM2 act: activators of human pyruvate kinase M2; Potency, µM (top dose mostly 57.5 µM), without a hit: at the highest dose activation, actives largely listed as activators; AID 1631; 0.34% of 260,000 active; P14618; purified PKM2, Kinase-Glo ATP luminescence, activation; response scale: 0% is enzyme alone, no compound; also: potency is read from the fitted curve at half-maximal effect; % is scaled to controls: 0 for no effect and ±100 for the full control effect; nearly all actives have a fitted effect of over 55% in size
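hPK-M2, >95% pure; 0.1 mM ADP / 0.5 mM PEP final; imidazole pH7.2 buffer w/ 7 mM MgCl2, 50 mM KCl; 1 h RT; Kinase-Glo lum. Intermediate enzyme activity for dual inhibitor/activator qHTS.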
* marks the source's active call; other numbers are inactive results; i = inactive; ? = inconclusive; . = no result given; [ ] = remark or other dose. Unless noted, calls follow the shape of the dose curve; as a rule, active = well fitted curve in the direction sought with a large enough effect; inconclusive = small, poorly fitted or top-dose-only effect, or another doubt; inactive = no such curve, though single readings can be large; an effect the other way counts as inactive or inconclusive. An excerpt. The share of hits here may be higher or lower than overall.

SMILES | Tb PFK inh | BCR signal inh | Giardia kill | B2AR arrestin | GALK inhibitor | TSG101-PTAP inh | Coupling enz | ASM inhibitor | Menin MLL FP TR | a7 integrin act | PKM2 act
O=C(CCCSc1nc2ccccc2[nH]1)NC1CCCCC1 | -1.0% | 4.4% | 6.4 | 0.2% | -1.0% | -2.8% | 2.2 | -1.1% | 13.5% | 0.7% | 1.2%
COc1ccc(CCN(C)C(=O)CNC(=O)c2ccc3c(c2)OCO3)cc1OC | -2.5% | -1.5% | 11.9 | 0.1% | -1.0% | -0.4% | . | -4.6% | . | 20.5% | 4.4%
COC(=O)C1=C(C)N(C)C(=S)NC1c1cc(OC)ccc1OC (stereo not drawn) | 6.6% | -12.4% | 2.3 | -0.2% | -1.8% | -1.0% | 2.0 | 2.7% | 2.6% | 27.7% | -5.1%
CCS(=O)(=O)c1nc2ccccc2n1Cc1ccccc1Cl | -6.6% | 4.5% | -11.0 | 0.0% | -0.3% | -0.3% | 7.3 | 0.7% | -3.7% | -24.9% | -2.8%
CCN(CC)CCCNC(=O)CCC(=O)Nc1ccc2nc(N3CCCCC3)cc(C)c2c1 | -10.3% | ? | 2.1 | 0.3% | 0.5% | -3.1% | -1.1 | i | -4.0% | 0.0% | -11.0%
O=C1CS/C(=N/N=C/c2ccco2)N1Cc1ccc(F)cc1 | 1.3% | ? | -24.5 | 0.2% | -1.8% | -4.2% | -7.1 | -8.1% | . | ? | 0.4%
CCC1CCC(N2CCN(c3ccccc3F)CC2)CC1 (stereo not drawn) | 1.2% | 1.0% | -4.1 | 0.0% | 0.6% | 2.9% | -0.5 | 2.3% | -2.6% | ? | -2.7%
O=C(Cc1cccs1)Nc1nnc(-c2ccc(F)cc2)s1 | -6.2% | ? | 4.2 | -0.1% | 14.1% | -4.4% | 3.4 | -1.9% | -17.4% | 9.0% | 0.7%
COc1cccc(N(C(=O)c2snc(C(N)=O)c2N)C(C(=O)NCC2CCCO2)c2ccc(F)cc2)c1 (stereo not drawn) | -0.6% | 7.7% | -6.3 | -0.7% | -1.9% | 1.7% | -0.7 | i | -17.1% | 12.7% | .
COc1cccc(C2=NOC(C(=O)Nc3cccc(C(C)=O)c3)C2)c1 (stereo not drawn) | 1.4% | 0.0% | -0.9 | -0.4% | 0.0% | . | -2.6 | 1.9% | 11.4% | -8.6% | -8.6%
O=C(CSCc1ccc(F)cc1)NC1CCCC1 | -3.7% | ? | -14.5 | 0.1% | 3.7% | -8.6% | 1.0 | -1.6% | 1.5% | 1.5% | -5.9%
Cn1c(=NC(=O)c2ccc3c(c2)OCCO3)sc2cc(S(C)(=O)=O)ccc21 | -1.5% | 1.8% | -24.9 | 0.1% | -1.9% | -0.5% | -0.3 | 3.7% | ? | 3.2% | 0.0%
O=C(CSc1nnc(CN2CCOCC2)n1-c1ccc(Cl)cc1)Nc1ccc2c(c1)OCO2 | 2.3% | -8.9% | 17.1 | 0.1% | -1.7% | . | 0.7 | -5.2% | -11.3% | 1.2% | 3.2%
N=C1S/C(=C\c2ccccc2)C(=O)N1c1ccc(F)cc1 | 3.9% | -3.9% | -15.5 | 0.1% | -1.1% | -0.9% | 1.0 | 2.0% | -12.6% | 0.0% | -11.3%
COc1cccc(-c2nc(-c3ccccc3)no2)c1 | -2.1% | ? | 6.6 | 0.0% | -2.5% | -2.0% | -1.7 | -5.9% | 28.8% | -17.4% | -11.5%
O=C(NCC1CCCO1)C1CCN(S(=O)(=O)Cc2ccccc2)CC1 (stereo not drawn) | 1.1% | 8.7% | -6.0 | -0.2% | -2.8% | -3.9% | -1.7 | 0.4% | 12.6% | 0.1% | -0.4%
CCOC(=O)N/N=C/c1cn(CCCOc2ccc(C)cc2)c2ccccc12 | 0.3% | -1.3% | -7.4 | 0.2% | 0.1% | -0.6% | -1.0 | ? | 21.4% | -27.4% | 1.4%
O=C(N/N=C/c1ccc(F)cc1)c1cccc(NC(=O)c2ccc(F)cc2)c1 | -21.3% | ? | -8.5 | 0.1% | 13.6% | 0.4% | -2.1 | -4.8% | 40.8%[activator] | ? | -2.0%
COc1cccc(CN2CCNC(=O)C2CC(=O)NCCCn2ccnc2)c1 (stereo not drawn) | -10.2% | 2.2% | 4.5 | 2.5% | 4.7% | -7.8% | -6.7 | 8.9% | . | 10.3% | -10.3%
CCn1nnnc1NCc1cccc(Cl)c1 | -26.3% | 0.2% | -25.8 | -0.2% | -0.6% | -7.2% | -0.2 | 2.0% | 5.3% | -2.2% | 6.1%
CCOC(=O)c1c(C)n(C)c2ccc(OC)c(NC(=O)CN3CCC4(CC3)OCCO4)c12 | -10.4% | ? | -7.5 | -1.2% | 9.0% | -2.9% | -0.1 | 1.8% | -7.7% | 16.9% | 13.2%
O=C(NC1CCCCC1)N(Cc1ccc(F)cc1)Cc1nc2ccccc2c(=O)[nH]1 | -12.5% | -2.0% | 21.1 | -0.9% | -2.8% | -9.0% | -4.4 | -0.3% | ? | 9.9% | -0.5%
O=C(Nc1ccc(N2CCOCC2)c(S(=O)(=O)Nc2ccccc2Cl)c1)c1ccccc1 | -10.1% | -0.2% | -2.7 | -0.9% | . | 1.6% | . | -13.2% | . | -2.1% | .
COc1ccc2cc(S(=O)(=O)N3CCN(C)CC3)ccc2c1 | 0.6% | 0.4% | -9.9 | 0.2% | 0.7% | 0.2% | 1.6 | 1.8% | -14.7% | -16.3% | -0.3%
CCCCN(C)CCNC(=O)Cn1c(=O)sc2ccccc21 | -17.1% | 9.9% | 13.6 | 0.6% | 2.9% | -3.5% | -1.1 | 5.9% | 0.1%[11.7 µM] | -3.3% | 1.2%
Cc1ccc(-n2c(CNc3ccc(C)c(Cl)c3)n[nH]c2=S)cc1 | -1.1% | 2.2% | -5.6 | 0.0% | 2.1% | -5.2% | 2.1 | -3.6% | 3.9% | ? | 1.7%
CN=C1S/C(=C/c2cn(CC(=O)OC)c3ccccc23)C(=O)N1C | 1.4% | ? | 19.9 | -0.6% | 1.4% | 1.9% | -6.3 | -0.9% | . | 3.8% | 3.6%
O=C(c1cccc(C(=O)N2CCN(c3ccc(F)cc3)CC2)c1)N1CCN(c2ccc(F)cc2)CC1 | 2.0% | ? | 9.7 | 0.1% | -0.4% | 1.1% | -0.7 | -4.2% | -1.6% | 4.5%[7.66 µM] | 0.1%
COc1cccc(/C=N/NC(=O)CCCc2ccc(OC)c(C)c2)c1 | -7.1% | ? | 2.5 | -0.5% | -0.2% | -0.7% | -14.5 | -2.3% | -3.3% | 8.3% | -4.1%
Fc1cc(F)cc(NC(=S)NCCCN2CCOCC2)c1 | -0.5% | -4.7% | 36.0[activator] | 0.3% | 1.1% | -4.4% | 3.1 | 0.8% | -5.0% | -7.5% | -14.8%
Cc1cc(NC(=O)CSc2ccc3nnc(-c4ccc(F)cc4)n3n2)no1 | -4.7% | 4.6% | -4.0 | -0.2% | -2.5% | -10.1% | 1.5 | 8.5% | . | 12.4% | 5.2%
Cc1cc(NS(=O)(=O)c2ccc(NC(=O)Cc3ccccc3)cc2)nc(C)n1 | -10.5% | 2.0% | 12.8 | 0.3% | -0.9% | -2.5% | 6.8 | 3.0% | -9.4% | -18.5% | -5.1%
Cc1ccccc1NC(=O)Nc1ccccc1N1CCCCC1 | -17.3% | 14.7% | -23.2 | 3.3% | 0.0% | -7.2% | 1.3 | -2.9% | . | ? | -14.7%
CCOC(=O)Cc1nn(Cc2nc(-c3ccc(C)cc3)cs2)c(=O)c2ccccc12 | -7.2% | -0.7% | -1.5 | 0.1% | -0.2% | 0.3% | -10.6 | -12.6% | . | 4.9% | -6.7%
COc1cccc(C(=O)Nc2ccc(-n3nncc3C(C)(C)C)cc2)c1 | -1.1% | ? | 7.8 | 0.1% | -1.5% | -2.3% | -0.3 | -2.6% | -0.1% | -20.7% | -0.1%
Cc1c(C(=O)O)sc2ncnc(N3CCCCC3C)c12 (stereo not drawn) | 0.3% | 7.1% | -14.0 | -0.3% | -0.3% | -2.4% | 12.8 | 5.0% | -1.5% | 1.4% | -11.3%

Screening results: PubChem, National Center for Advancing Translational Sciences (NCATS)
